RORgamma inh = ROR gamma (mouse) transcription inhibition | Potency, µM (highest dose often 53.6 µM), for the others: at the top dose activity change, negative = inhibition, most hits filed as inhibitors | P51450 | 310,000 tested, 5.4% active | AID 2551 | Drosophila S2 Gal4-RORgamma UAS-luciferase reporter, 20 h; further: potency means the concentration at half of the fitted maximal effect; on the % scale 0 is the no-effect control and ±100 the full control effect; nearly all actives have a fitted effect of over 60% in size
Target sequence (P51450 whole entry, looked up, the tested form may be a part): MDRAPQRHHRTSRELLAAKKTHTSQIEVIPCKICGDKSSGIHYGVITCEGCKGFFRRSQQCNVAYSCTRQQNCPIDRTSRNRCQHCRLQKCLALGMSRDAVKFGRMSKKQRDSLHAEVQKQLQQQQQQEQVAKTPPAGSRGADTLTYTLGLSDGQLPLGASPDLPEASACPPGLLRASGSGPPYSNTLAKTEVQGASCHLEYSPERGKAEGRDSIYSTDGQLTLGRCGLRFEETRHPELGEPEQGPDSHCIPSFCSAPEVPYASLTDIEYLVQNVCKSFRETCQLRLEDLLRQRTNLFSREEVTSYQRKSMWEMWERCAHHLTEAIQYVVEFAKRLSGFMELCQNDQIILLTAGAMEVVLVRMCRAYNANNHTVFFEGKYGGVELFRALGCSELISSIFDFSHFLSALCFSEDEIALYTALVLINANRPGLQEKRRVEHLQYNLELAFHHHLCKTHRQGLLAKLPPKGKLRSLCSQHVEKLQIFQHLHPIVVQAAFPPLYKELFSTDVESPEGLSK
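Using a luciferase readout, inhibitors were identified by reduced reporter activity in Drosophila cells coexpressing a copper-inducible Gal4–ROR gamma fusion and UAS-driven Photinus luciferase, incubated 20 hr after 700 uM copper sulfate.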
BRCA1 expr up = activators of BRCA1 expression. MCF7-BRCA1-FFLuc reporter, luminescence, 48 h; response scale: scaled: vehicle 0%, 10 µM genistein 100%. Potency, µM (top dose mostly 46.1 µM), inactives show at the highest dose activation, hits mostly activators. 380,000 tested, 1.1% active. AID 624202; further: potency means the concentration at half of the fitted maximal effect; nearly all actives have a fitted effect of over 80% in size; some results filed as inactive show a strong effect at the top dose
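Activators of BRCA1 expression were detected as increased firefly luciferase luminescence in engineered MCF7 cells after 48 h compound incubation. Signals were scaled to genistein 10 microM as full activation.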
TRPV1 agonist = agonists of human vanilloid receptor 1 (TRPV1); TRPV1-expressing cells, Fluo-8 calcium influx, agonist mode; AID 540275; 320,000 tested, 0.19% active; Q8NER1; activation, % at 8.33 µM; in the data active means activation above about 80%; inconclusive means between about 30% and that limit; further: 0% is about no effect
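Fluo-8 calcium influx in TRPV1-expressing cells, kinetic read (ex 480/em 520 nm). Compound added and read 3 min for agonist activity, followed by capsaicin at EC20 final and 2 min further read for enhancement.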
NPC1 prom act = activators of NPC1 promoter | Huh7 NPC1 promoter luciferase reporter, 24 h | Potency, µM (doses to about 9.22 µM), without a hit: at the top dose activation, usual class: activators | 320,000 tested, 2.4% active | AID 485313;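 further: potency means the concentration at half of the fitted maximal effect; % of control where 0% means no effect; nearly all actives have a fitted effect of over 60% in size; reporter is driven by a mutant NPC1 promoter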
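NPC1 promoter–luciferase Huh7 cells; 24 h compound; luminescence.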
ELG1 repair inh = blocks ELG1-dependent DNA repair in HEK293T cells | HEK293T ELG1-luciferase reporter, luminescence, 16 h; DNA damage induced by 5-fluorouridine | Potency, µM (top dose mostly 46.1 µM), for inactives: at the top dose activity change, negative = inhibition, hits mostly inhibitors | 330,000 tested, 2.3% active | AID 504467; further: potency means the concentration at half of the fitted maximal effect; on the % scale 0 is the no-effect control and ±100 the full control effect; nearly all actives have a fitted effect of over 55% in size
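In this reporter screen, reduction of luminescence relative to DMSO vehicle indicated activity. Compounds and 5-fluorouridine were added together to 2,000 cells per well, incubated for 16 hr at 37 °C, then developed with ONE-Glo.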
Tb PFK block = blocks T. brucei phosphofructokinase; O15648; 330,000 tested, 0.17% active; T. brucei PFK, ADP-Glo luminescence; Potency, µM (doses to about 57.5 µM), for inactives: at the top dose activity, negative = inhibition, usual class: inhibitors;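 further: potency means the concentration at half of the fitted maximal effect; 0% = uninhibited 1x PFK enzyme wells and -100% = no-enzyme wells; nearly all actives have a fitted effect of over 60% in size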
Target sequence (O15648 whole entry, looked up): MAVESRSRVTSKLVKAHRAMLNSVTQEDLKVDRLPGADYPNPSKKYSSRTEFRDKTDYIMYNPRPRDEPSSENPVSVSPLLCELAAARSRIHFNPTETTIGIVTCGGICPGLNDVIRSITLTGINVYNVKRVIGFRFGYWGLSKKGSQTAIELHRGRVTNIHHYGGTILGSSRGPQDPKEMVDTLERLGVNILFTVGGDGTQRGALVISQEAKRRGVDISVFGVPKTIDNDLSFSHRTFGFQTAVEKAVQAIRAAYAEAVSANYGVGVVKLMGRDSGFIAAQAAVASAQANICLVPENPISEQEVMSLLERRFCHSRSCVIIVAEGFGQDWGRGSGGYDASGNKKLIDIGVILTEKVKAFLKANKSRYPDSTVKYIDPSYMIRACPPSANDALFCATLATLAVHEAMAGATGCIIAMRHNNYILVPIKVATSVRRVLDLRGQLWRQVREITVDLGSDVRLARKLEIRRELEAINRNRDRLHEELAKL
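1.25 nM PFK with 0.5 mM F6P and 0.1 mM ATP in 0.1 M TEA pH 8.0, 5 mM MgCl2, incubated 45 min at room temperature; ADP measured by ADP-Glo luminescence; compounds titrated up to 57 uM.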
FLuc modulator = inhibits or activates purified firefly luciferase, miR-21 counter-screen; P08659; purified FLuc, Km substrates, luminescence inhibition; Potency, µM (series often up to 57.5 µM), for inactives: top-dose activity change, negative = inhibition, actives largely listed as inhibitors; 360,000 tested, 6.9% active;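 further: potency means the concentration at half of the fitted maximal effect; plate controls were vehicle for no effect and reference inhibitor for full effect; nearly all actives have a fitted effect of over 55% in size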
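Purified P. pyralis luciferase, 10 nM final, with Km-level 10 uM D-luciferin and 10 uM ATP in 50 mM Tris acetate pH 7.5, 10 mM Mg acetate, 0.01% Tween-20, 0.05% BSA; 6-point qHTS titration about 60 µM downward; luminescence read.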
ELG1 genotoxic = inducers of genotoxicity in HEK293T ELG1-luciferase cells | HEK293T ELG1-luciferase reporter, luminescence, 16 h | 330,000 tested, 1.3% active | AID 504466 | Potency, µM (doses to about 46 µM), without a hit: at the highest dose activity change, positive = activation, most hits filed as activators; further: potency means the concentration at half of the fitted maximal effect; % of control where 0% means no effect; nearly all actives have a fitted effect of over 60% in size
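Genotoxic stress is detected as increased luminescence from luciferase-tagged ELG1 in HEK293T cells, measured with ONE-Glo after a 16 hr treatment at 37 °C.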
Gal4-VP16 FLuc = Gal4-VP16 reporter inhibition counter-screen; Drosophila S2 Gal4-VP16 UAS-luciferase, luminescence, 20 h; Potency, µM (doses to about 53.6 µM), without a hit: top-dose activity, negative = inhibition, actives largely listed as inhibitors; 310,000 tested, 3.5% active; AID 2546;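 further: Gal4-VP16 expression switched on by copper sulfate through the metallothionein promoter; potency means the concentration at half of the fitted maximal effect; on the % scale 0 is the no-effect control and ±100 the full control effect; nearly all actives have a fitted effect of over 50% in size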
Rab9 promoter act = activates the Rab9 promoter. Huh7 Rab9 promoter-luciferase reporter, luminescence, 24 h. Potency, µM (top dose mostly 9.22 µM), for inactives: top-dose activation, negative = inhibition, usual class: activators. 320,000 tested, 2.8% active; further: potency means the concentration at half of the fitted maximal effect; % of control where 0% means no effect; nearly all actives have a fitted effect of over 60% in size
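Using Huh7 cells stably transfected with Rab9 promoter–luciferase, compounds were incubated 24 h at 37 °C, 5% CO2; luciferase luminescence was read 10 min after reagent addition.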
p53 reactivation = mutant p53 re-activation in reporter cells. H1299 p53-A138V BP100-luciferase reporter, luminescence, 24 h. Potency, µM (highest dose often 92.2 µM), inactives show at the top dose activity change, positive = activation, hits mostly activators. 320,000 tested, 0.063% active; further: potency means the concentration at half of the fitted maximal effect; % of control where 0% means no effect; nearly all actives have a fitted effect of over 45% in size
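H1299 (p53-null), stable ts p53-A138V + BP100-Luc; 1000 cells/well, Opti-MEM/10% FBS; cpd 4 pt, 1:5; 24 h, 37 deg C, 5% CO2; detection reagent 10 min RT; luminescence.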
Numbers without * were called inactive; ? = inconclusive; / = no result given; & = joins results of further samples; [ ] = remark or other dose. Unless noted, the call rests on the fitted dose curve; in most records, active means well fitted curve in the direction sought with a large enough effect; inconclusive means small, poorly fitted or top-dose-only effect, or another doubt; inactive means no such curve, though single readings can be large; an effect the other way counts as inactive or inconclusive.

Values run as follows: NPC1 prom act | ELG1 genotoxic | Gal4-VP16 FLuc | p53 reactivation | BRCA1 expr up | Rab9 promoter act | RORgamma inh | TRPV1 agonist | FLuc modulator | ELG1 repair inh | Tb PFK block
> COc1ccc(NS(=O)(=O)c2cn(C)c(=O)n(C)c2=O)cc1
    -27% | 3% | 3% | -3% | -1% | -2% | 3% | 2 | -2% | -1% | -1%
> CN(C)C(=O)c1ccc(COc2ccccc2Br)o1
    ? | 21µM* | 6% | 12% | 10µM* | ? | 19% | 15 | 19µM* | ? | -3%
> COc1ccc(S(=O)(=O)N2CCC3(CC2)CC(=O)c2ccccc2O3)cc1C
    -1% | 3% | / | 15% | 9% | -3% | / | -8 | 3% | -2% | -6%
> CCc1ccc(NC(=S)N(CCC(C)C)C2CCN(C(C)=O)CC2)cc1
    -3% | -3% | 4% | 9% | -6% | -5% | ? | 10 | 2% | 33% | -5%
> N#Cc1ccc2ccn(CC(=O)NC3CCCCCC3)c2c1
    -1% | 1% | 4% | 1% | 2% | 1% | -13% | 5 | 3% | 36% | -24%
> CC(=O)N1CCc2cc(S(=O)(=O)CCC(=O)N3CCc4ccccc4C3)ccc21
    -1% | -1% | 11% | 2% | 7% | 0% | 4% | 3 | 0% | -2% | -11%
> CN(C)c1ccc(C(CC(=O)c2ccccc2)C2CCCCC2=O)cc1 (configuration not stated)
    -1% | -3% | 13% | -19% | -7% | -4% | ? | 16 | 9% | 0% | 9%
> CC1CN(C(=O)CSc2nnc(-c3ccncc3)n2-c2ccccc2)CC(C)O1 (configuration not stated)
    -1% | -1% | -14% | 0% | -2% | 2%[1.84 µM] | -1% | -15 | 0% | 12% | 0%
> Cc1sc2nc(CSc3ccc([N+](=O)[O-])c(C(F)(F)F)c3)[nH]c(=O)c2c1C
    1% | 2% | 2% | 27% | -14% | 0% | -10% | 13 | 4% | -1% | 3%
> CNC[C@H]1Oc2c(NC(=O)C3CC3)cccc2C(=O)N([C@H](C)CO)C[C@@H]1C
    / | 2% | / | 4% | 13% | / | / | / | / | 22% | 0%
> CC(=O)C1=C(C)NC(=O)NC1c1cc(Br)ccc1OCC#N (configuration not stated)
    -4% | 1% | 1% | -6% | 5% | -2% | 9% | 4 | 2% | 5% | -1%
> CCC(C)NC(=O)CSc1ccc(S(=O)(=O)N(C)C2CCCCC2)cn1 (configuration not stated)
    / | -1% | / | 1% | -32% | / | / | / | / | ? | -9%
> Cc1cccc(NC(=O)c2nnn(-c3cccc(C(F)(F)F)c3)c2N)c1
    27% | 5% | -7% | 1% | 57% | 26% | -9% | 15 | -5% | 58% | -6%
> COc1cc2sc(-c3ccccc3OC)c(-c3ccc(OCCN4CCCCC4)cc3)c2cc1OC
    / | 16% | / | -6% | -59% | / | / | / | / | 17% | 6%
> Cc1ccc(NCc2nnc(SCC(=O)OC3CCCCC3)o2)c(C)c1
    -5% | 0% | -15% | 10% | -8% | 9% | 9% | 4 | -1% | 5% | 0%
> CCC1(c2ccccc2)NC(=S)N(c2ccc(C)c(C)c2)N1 (configuration not stated)
    12% | 6% | ? | 17% | -19% | -38%[inhibitor] | 2.8µM* | 6 | -19% | ? | ?
> Brc1ccc(C2=Nn3c(nnc3-c3n[nH]c4c3CCC4)SC2)cc1
    -27% | ? | -4% | 0% | -97% | -11% | -20% | ? | 3%[2.3 µM] | -3% | 0%
> CCCCNC(=S)NC1CCCC1
    -2% | -1% | 18µM* | 0% | -6% | -1% | 10µM* | 22 | 0% | -1% | -5%
> c1ccc(Sc2cnc3ccccc3n2)cc1
    / | / | 5% | / | ? | / | -1% | 2 | 21µM* | / | /
> COc1ccc(NC(=O)CSc2nc3c([nH]c4ccccc43)c(=O)n2C)c(OC)c1
    0% | 29% | 2% | 1% | 13% | 8% | -21% | -4 | 0% | ? | -17%
> COc1ccccc1CCNC(=O)c1ccc(C)o1
    -2% | 5% | 22% | 5% | 6% | -1% | -4% | 13 | -12% | ? | 1%
> O=C(NCC(=O)N1CCCC(C(F)(F)F)C1)c1ccco1 (configuration not stated)
    -3% | 3% | / | 0% | 13% | 2% | / | 1 | 3% | ? | 0%
> O=S(=O)(Cc1ccccc1)N1CCCc2ccccc21
    0% | 3% | 10% | 5% | -16% | 0% | 5% | -1 | -17% | 16% | -2%
> Cc1cc2oc(=O)cc(CN3CCC(C)CC3)c2cc1Cl
    13% | ? | 6% | 13% | 64% | 6% | -25% | 10 | ? | ? | 1%
> Cc1cc(OCC(=O)Nc2c(C)n(C)n(-c3ccccc3)c2=O)ccc1[N+](=O)[O-]
    1% | 0% | 13% | -2% | -11% | -3% | 16% | -1 | 0% | 1% | 20%
> Nc1nc(Nc2ccccc2Br)nc(C(F)(F)F)n1
    2% | ? | 5% | 8% | 3% | 5% | 55% | 1 | ? | 29% | 7%
> CCn1cnc2cc(NCc3ccc(N(C)C)cc3)ccc21
    0% | ? | -4%[10 µM] | 10% | -20% | -3% | -17% | -15 | ? | ? | -1%
> CSCCC(NC(=O)CCN1C(=O)c2ccccc2C1=O)C(=O)O (configuration not stated)
    -3% | -4% | -1%[0.365 µM] | 2% | 0% | 1% | ? | -7 | 1% | 14% | 3%
> CCOC(=O)[C@H]1[C@H]2COc3ccc(Br)cc3[C@@H]2N2C(=O)c3ccc(C)cc3NC(=O)[C@@]12C
    -2% | 2% | / | -9% | -26% | 0% | / | 80* | 0% | 1% | 4%
> COc1ccc(S(=O)(=O)NCCc2ccccc2)cc1OC
    -1% | 2% | -1% | / | -8% | 7% | 14% | 3 | 3% | 9% | 3%
> O=C1OC(c2ccc(F)cc2)=C/C1=C\c1ccc([N+](=O)[O-])o1
    -12% | 7% | ? | -4% | / | -7% | -40% | -1 | -19% | 12% | -15%
> CCOc1cc(Cl)c(NC(=O)CC)cc1OCC
    -3% | 7% | -14% | 3% | -19% | 0% | -20% | 0 | -3% | 2% | 0%
> O=C(NCCc1ccccc1)C1CCC(CNc2c(N3CCCCC3)c(=O)c2=O)CC1 (configuration not stated)
    -1% | 2% | -5% | 14% | 11% | -1% | -19% | -1 | 0% | -1% | -3%
> O=C(OCN1C(=O)c2ccccc2C1=O)c1cc(S(=O)(=O)N2CCOCC2)ccc1F
    -2% | 6% | / | 10% | 0% | -1% | / | 0 | 0% | 17% | 4%
> CNC(=O)CN1C(=O)COc2ccc(S(=O)(=O)N3CCCCCC3)cc21
    -1% | 1% | 0% | 11% | -3%&-4% | -6% | -16% | 2 | 3%&1% | 1% | 1%
> COC(=O)C1=C(C)N(c2ccc(C)cc2)/C(=C/c2cccs2)C1=O
    0% | 0% | 8% | -2% | -40% | -1% | 7% | ? | -2% | ? | -8%
> Cc1cc2oc(=O)cc(CN3CCCCC3C)c2cc1C(C)C (configuration not stated)
    -4% | 0% | 5% | 5% | -37% | 1% | -1% | ? | 4% | -1% | 3%
> Cc1ccc(Nc2ccc(C(=O)O)cc2N)cc1
    ? | ? | ? | 22% | 82% | 26%[1.84 µM] | -44% | 2 | 5.4µM* | ? | 10%
> Cc1ccc2[nH]c(C(=O)O)c(NC(=O)CN3CCN(c4cccc(C)c4C)CC3)c2c1
    1% | -1% | 0% | 0% | -27% | -5% | ? | 1 | 4% | -5% | 3%
> CCn1cnc2c1c(=O)n(CC(=O)Nc1cc(C)on1)c(=O)n2Cc1ccccc1
    0% | 1% | -10% | -9% | 10% | 4% | -4% | -2 | 3% | 11% | -5%
> COc1ccc(-c2noc(CCCC(=O)Nc3ccc(C(N)=O)cc3)n2)cc1
    0% | 1% | 2.5µM* | 11% | -54% | -3% | 1.6µM* | 15 | ? | ? | 1%
> O=C1CCCN2N=C(SCC(=O)N3CCCCC3)SC2=N1
    -4% | 0% | 4% | 1% | 3% | 1% | 5% | -5 | 6% | 3% | -5%
> CC(C)(C)c1ccc(C(=O)NCC2CCCN2S(=O)(=O)c2ccccc2)cc1 (configuration not stated)
    1% | ? | / | 1% | -47% | -3% | / | ? | ? | 0% | -2%
> Cc1csc2c(N3CCN(S(=O)(=O)c4ccc(Cl)cc4)CC3)ncnc12
    -2% | -1% | 0% | 2% | -12% | -6% | -10% | 6 | 1% | -7% | -4%
> O=C1C=C(c2ccc3ncccc3c2)C[C@@H](c2ccc(F)cc2)C1
    -4% | -1% | / | -40%[inhibitor] | -24% | -5% | / | 22 | -11% | ? | 5%
> Cc1ccccc1NC(=O)CC(=O)c1ccccc1
    28% | 11% | 1% | / | 80% | ? | 20% | 4 | ? | ? | -1%
> O=C(/C=C/c1ccco1)NC(=S)Nc1ccccc1N1CCOCC1
    -1% | 2% | 8.9µM* | 7% | -44% | -2% | 2.8µM* | ? | 2% | 13% | -1%
> CN(CC(=O)NCCc1ccc(S(N)(=O)=O)cc1)Cc1c(F)cccc1Cl
    -5% | 2% | -4% | -5% | -7% | 3% | 14% | -1 | 0% | -5% | 0%
